IDE cell activ – activators of human insulin-degrading enzyme in cells; P14735; HEK cells, FAbeta-B cleavage, fluorescence polarization; 0% vehicle, 100% cell-free pure enzyme wells; activation, % at 5.96 µM; 340,000 tested, 0.073% active;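 active = activation above the mean of all tested compounds plus 3 SD, set per screening campaign, cut at about 17% in these data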
UBC9 SUMO inh – blocks human SUMOylation mediated by UBC9; HTRF SUMOylation assay, SAE1/SAE2 + UBC9, in vitro; inhibition, % at 35 µM; 290,000 tested, 0.36% active; AID 2006; in the data active = inhibition above about 50%, passing the limit was not always enough; also: strong numbers were not always called active
Target sequence (P63279 whole entry, looked up): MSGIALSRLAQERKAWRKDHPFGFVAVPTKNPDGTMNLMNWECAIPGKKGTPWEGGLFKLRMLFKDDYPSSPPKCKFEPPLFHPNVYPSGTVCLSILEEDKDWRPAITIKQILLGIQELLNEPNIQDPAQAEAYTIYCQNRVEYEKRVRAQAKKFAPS
HCV NS3 hel inh – inhibitors of Hepatitis C virus NS3 helicase | NS3 helicase DNA unwinding, Cy5 molecular beacon fluorescence | inhibition, % at 10.9 µM | 290,000 tested, 0.56% active | AID 1800;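 active = inhibition above the mean of all tested compounds plus 3 SD, set per campaign, cut at about 35% in these data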;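 also: 0% = DMSO wells and 100% = thioflavine S control wells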
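Assay system – hepatitis C virus NS3 helicase domain fragment enzyme · Buffer or medium – MOPS pH 6.5, MgCl2, DTT, Tween20, BSA · Reagent – Cy5/quencher beacon DNA duplex and ATP to start · Compound – single 10.9 µM dose · Timing – 1 h at 25 °C · Technique – Cy5 beacon fluorescence read at start and 1 h · Measure – % inhibition of unwinding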
VIM-2 inhibitor – inhibitors of Pseudomonas aeruginosa VIM-2 metallo-beta-lactamase; 290,000 tested, 0.89% active; AID 1527; purified VIM-2, nitrocefin hydrolysis, epi-absorbance fluorescence; inhibition, % at 5.6 µM;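 active = inhibition above the mean of all tested compounds plus 3 SD, cutoff set per screening run, cut at about 7.5% in these data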;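 also: red hydrolysis product quenches plate fluorescence so inhibitors raise well fluorescence; 0% = enzyme with DMSO and 100% = DMSO without enzyme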
GalR3 antagonist – antagonists of human GalR3 | inhibition, % at 3 µM | HEK293 GalR3-CNG cAMP membrane potential fluorescence; galR3 body fused to GalR1 C-terminus | 360,000 tested, 0.44% active;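 active = inhibition above the screen-wide average plus 3 SD, cut at about 13% in these data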;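 also: forskolin and galanin both at EC90 stimulate the cells; cAMP rise reported by CNG channel membrane potential dye signal; 0% = forskolin plus galanin with DMSO and 100% = forskolin alone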
Target sequence (O60755 1-299 limits assumed): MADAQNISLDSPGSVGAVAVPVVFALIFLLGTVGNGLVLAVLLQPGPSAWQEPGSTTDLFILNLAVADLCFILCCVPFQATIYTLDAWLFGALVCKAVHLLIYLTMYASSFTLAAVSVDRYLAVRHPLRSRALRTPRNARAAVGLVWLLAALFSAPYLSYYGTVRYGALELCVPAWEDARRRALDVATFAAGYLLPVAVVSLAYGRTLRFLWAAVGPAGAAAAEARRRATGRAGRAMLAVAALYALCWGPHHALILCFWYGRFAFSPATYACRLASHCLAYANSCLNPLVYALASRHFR
CRFR2-BP antag – CRF-BP/CRF-R2 complex antagonism; HEK293 CRF-R2/CRF-BP, CRF-induced calcium fluorescence; inhibition, % at 11.8 µM; 350,000 tested, 0.59% active; AID 588475;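 active = inhibition of the ligand-induced calcium signal above about 50% at the single tested concentration, limit read from the data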
IDE cell inh – inhibits human insulin-degrading enzyme in HEK cells | P14735 | FAbetaB cleavage, fluorescence polarization | inhibition, % at 5.59 µM | 320,000 tested, 0.41% active | AID 434962;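 active = percent inhibition above the average of all tested compounds plus 3 SD, set per screening campaign, cut at about 16% in these data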;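 also: IDE supplied by intact live HEK cells; FP after avidin binding of uncleaved biotin substrate so inhibition keeps polarization high; 0% = DMSO wells and 100% = 60 µM reference IDE inhibitor Ii1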
pCIP destab – lowers stability of the mouse p/CIP coactivator protein. Q05BA5. F442A p/CIP-EGFP cells, EGFP fluorescence, 16 h. decrease of EGFP signal, % at 10 µM. 290,000 tested, 0.01% active;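 active = EGFP signal decrease of at least 30% at 10 µM or well 3 SD below plate mean, unless failing retest; inactive = the rest, including hits failing retest or dose response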; also: some compounds called inactive have numbers as strong as hits; many of its hits are not listed in these tables
IMP-1 inhibitor – inhibitors of Pseudomonas aeruginosa IMP-1 metallo-beta-lactamase. purified IMP-1, nitrocefin hydrolysis, epi-absorbance fluorescence. inhibition, % at 5.6 µM. 290,000 tested, 0.45% active;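 active = inhibition above the mean plus 3 SD of all compounds in the same screening run, cut at about 4.5% in these data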;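 also: 0% = IMP-1 with DMSO and 100% = DMSO wells lacking enzyme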
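Assay system: purified IMP-1; Quantity: IMP-1 0.2 nM before substrate addition; Medium: HEPES buffer pH 7.1 with ZnSO4 and Brij 35; Incubation: 15 min enzyme–compound preincubation, then 25 min nitrocefin reaction, 25 °C; Signal: fluorescence quenching readout, ex 480/em 530 nm; Controls: DMSO with and without IMP-1; Repeats: singlicate testing.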
Starred values were filed as active, the others as inactive; / = not tested or not shown.

Order of results – IDE cell activ	UBC9 SUMO inh	HCV NS3 hel inh	VIM-2 inhibitor	GalR3 antagonist	CRFR2-BP antag	IDE cell inh	pCIP destab	IMP-1 inhibitor
- Cn1c2ccccc2c2cnn(CC(=O)Nc3cccc(F)c3)c(=O)c21
 : 5.7	21.9	2.0	-2.2	-5.3	0.7	0.5	-3.8	-4.0
- CCOC(=O)N1CCN(C(=O)CCc2cc(OC)c(OC)c(OC)c2)CC1
 : 1.6	15.1	6.7	0.0	-3.9	-12.3	/	-13.3	-1.1
- CCN(CC)S(=O)(=O)c1ccc(C)c(NC(=O)COC(=O)[C@@H]2CCCN2C(=O)c2cccs2)c1
 : 9.2	19.2	1.7	-2.7	-0.8	16.1	7.6	-3.3	-3.6
- CC1CCN(S(=O)(=O)c2cnc(Cl)c(Br)c2)CC1
 : 8.8	-3.8	12.3	-3.9	-0.2	-3.1	2.1	9.7	-3.9
- CC1CCN(S(=O)(=O)c2cc3c4c(c2)C(C)C(=O)N4CCC3)CC1 (stereo not drawn)
 : -1.6	/	4.6	-4.4	-6.4	-6.2	1.5	-0.3	-2.1
- O=C(NCCc1ccccn1)c1ccc(NS(=O)(=O)c2ccc(F)cc2)cc1
 : 7.2	7.1	-1.4	0.2	-4.5	18.3	0.4	6.4	-1.9
- O=C(c1cccnc1)N1CCN(S(=O)(=O)c2cccc(Cl)c2)CC1
 : 1.0	7.7	2.8	-2.4	2.0	-4.9	/	-8.6	-3.7
- C=CCSc1nc(C)cc2c1C(=O)OC2
 : 0.6	-19.6	-1.4	1.8	-4.3	-9.8	0.2	4.7	-1.6
- CC(C)CC(=O)Nc1nnc(SCC(=O)NC2CCCCC2)s1
 : 3.9	14.0	-5.3	-0.9	-3.5	7.1	2.2	-7.0	-0.9
- CC1(C)CC(NC(=O)C(=O)NCCc2ccc(Cl)cc2)CC(C)(C)N1
 : -0.9	-12.1	-5.8	-2.2	-5.0	-17.4	-1.8	-10.1	-3.0
- Cc1cccc(NC(=O)Nc2ccccc2[N+](=O)[O-])n1
 : 4.0	-3.4	17.7	2.1	-11.2	-35.9	4.5	5.9	-2.4
- C/C(N)=C(/C#N)C(=O)COC(=O)c1ccc(C)c(S(=O)(=O)N2CCCCC2)c1
 : 9.0	-16.9	-4.5	-2.5	-7.5	14.0	-0.4	-7.0	-3.2
- CCOc1cccc(C(=O)N/N=C/c2coc3ccccc3c2=O)c1
 : 1.4	13.3	-0.4	-5.5	-1.8	6.0	8.8	-18.6	5.5*
- COc1ccc(C(CC(=O)c2ccccc2)C2CCCCC2=O)cc1 (stereo not drawn)
 : 2.0	2.7	-10.0	-4.8	-10.7	-16.7	4.3	2.6	-4.8
- Cc1cccc(NC(=O)c2cc(NC(=O)c3ccco3)ccc2N2CCCCC2)c1
 : -3.6	15.9	2.9	2.2	/	10.4	4.2	-6.8	-1.5
- Cc1cc(C)n2nc(C(=O)N3CCCC(Nc4ccc(F)c(F)c4)C3)cc2n1 (stereo not drawn)
 : 2.8	3.5	-1.1	-1.4	-1.9	-2.6	-0.4	-12.0	-2.8
- COc1ccc(NC(=O)COC(=O)c2ccc(NS(=O)(=O)/C=C/c3ccccc3)cc2)cc1
 : 1.4	0.3	1.4	-2.3	-9.4	0.1	0.0	-16.3	-4.6
- CCCC#CCN1CCN(C23CC4CC(CC(C4)C2)C3)CC1
 : 3.5	-15.4	-8.1	-1.8	-1.8	1.5	0.5	0.8	-2.9
- CC(C)c1ccc(NC2CCCN(C(=O)c3cccs3)C2)cc1 (stereo not drawn)
 : -2.7	-13.3	-5.8	-1.0	-1.4	-12.8	8.0	5.6	-3.9
- OCCCn1c(C2CCCN2c2nc(-c3ccc(Cl)cc3)cs2)nc2cc(Cl)c(Cl)cc21 (stereo not drawn)
 : 1.6	/	/	/	0.3	1.9	1.9	/	/
- Cc1c(Cl)cccc1NC(=O)NC1CCCCC1
 : -4.3	-2.2	-1.3	-2.0	-1.1	-6.3	4.4	-11.1	-2.1
- C=CCCC(=O)NC1CC(C)(C)Cc2c1cnn2-c1cccc(F)c1 (stereo not drawn)
 : -2.3	3.0	-18.7	-2.6	-2.4	0.1	-4.5	-31.6	-2.2
- CC(=O)NCc1nnc2c3ccccc3c(-c3ccccc3)nn12
 : 1.2	12.1	-4.5	21.9*	-4.1	-2.6	9.4	1.0	-2.0
- CCOC(=O)c1cc2sccc2n1CC(=O)Nc1ccc2c(c1)OCCO2
 : -2.4	8.7	6.3	-2.0	-1.7	36.4	-6.2	0.7	-2.4
- CCOC(=O)C1(CCOc2ccccc2)CCN(Cc2cnc(SC)nc2)CC1
 : 2.0	-9.8	-2.5	-1.3	-5.7	1.7	-1.6	-6.8	-1.6
- CN1CCN(S(=O)(=O)c2csc(C(N)=O)c2)CC1
 : 5.8	4.1	1.4	-1.6	-0.5	-6.6	4.0	-5.3	-2.2
- O=C(CCc1nnc2ccc(NCc3ccccc3Cl)nn12)NCC1CCN(C2CCCC2)C1 (stereo not drawn)
 : -5.7	17.7	-60.1	-3.2	-7.5	12.5	-0.4	-2.3	0.2
- Cc1ccc(C(C)C)c(OCCCN(C)Cc2ccccc2)c1
 : 1.0	-17.0	-73.3	0.6	-5.5	-65.9	5.0	-15.8	-0.4
- CCN(CC(=O)N(CC(C)C)c1c(N)n(CC(C)C)c(=O)[nH]c1=O)Cc1nc2ccccc2c(=O)[nH]1
 : -1.0	-12.8	-4.5	-3.0	-0.3	-12.3	-3.9	-2.2	-2.9
- CC(C)Oc1nnnn1-c1ccccc1
 : 3.7	-3.2	4.4	-3.6	-3.9	21.3	3.8	-2.3	-2.3
- COc1cccc(/C=C/C(=C2\C(=O)N(c3ccccc3)N=C2C)c2ccc(Br)cc2)c1OC
 : -0.4	/	2.0	-7.2	5.7	5.3	/	/	-2.4
- O=S(=O)(NCc1ccncc1)c1ccc(Br)s1
 : 6.1	13.3	16.6	-2.4	104.8*	-6.2	-3.0	-23.1	-3.3
- O=C(O)c1ccc2c(=O)n(-c3ccccc3F)c(=S)[nH]c2c1
 : 2.7	12.8	2.1	-2.6	-2.6	-9.2	-3.5	-12.3	-3.4
- Cc1ccc(Nc2nc(N)nc(CSc3nnc(C)s3)n2)cc1
 : -0.4	1.8	-1.7	-2.6	-3.9	-11.5	-3.0	-11.3	-1.8
- Cc1ccc(-c2noc(CCC(=O)NC3CCCc4ccccc43)n2)cc1 (stereo not drawn)
 : 1.5	-7.5	0.3	-2.2	4.5	-6.0	5.1	-1.1	-4.0
- Cc1ccc(C(=O)NCc2ccco2)c(C)c1
 : 4.3	10.1	-1.8	-0.7	-7.6	-4.0	/	0.0	-1.7
- COc1cccc(NC(=O)C(=O)NCCC2CCCCN2S(=O)(=O)c2cccs2)c1 (stereo not drawn)
 : 2.0	/	/	/	-4.6	-1.5	4.8	/	/
- COc1ccccc1CNC(=O)CCN1C(=O)COc2ccc(C)cc21
 : 1.9	11.7	5.0	-3.2	-4.6	6.3	1.9	-9.6	-4.4
- CCOC(=O)Cc1nnc(NC(=O)CSc2nc3ccccc3[nH]2)s1
 : 8.3	4.1	9.3	-4.6	-0.6	-13.6	-4.3	-3.4	-4.0
- Cc1ccc(-n2c(SCC(N)=O)nc(O)cc2=O)cc1
 : 1.1	-18.4	-5.3	-3.1	2.5	15.6	-2.1	7.3	-1.8
- CC1CCCCN1Cc1nc2c(c(=O)n(C)c(=O)n2C)n1CCc1ccccc1 (stereo not drawn)
 : 5.2	-18.7	-3.0	0.4	-3.0	1.0	-0.8	5.5	0.1
- Nc1ccc(S(=O)(=O)Nc2ccc(Cl)nn2)cc1
 : 3.6	8.8	9.9	-2.0	-0.4	54.2*	1.5	-3.4	-1.4
- CC(=O)Nc1ccc(OCC(O)CN2CCN(c3ccc(Cl)cc3)CC2)cc1 (stereo not drawn)
 : -2.7	-8.6	-6.4	-2.6	-6.4	-10.3	-3.0	-2.6	-5.1
- O=C(COC(=O)[C@H](Cc1ccccc1)NC(=O)c1cccs1)NC1CCCCC1
 : -0.6	-9.4	-4.0	-2.3	1.9	-35.0	-1.1	-9.2	0.0
- COc1ccc2[nH]c(=O)c(CN(CCO)S(=O)(=O)c3ccc4c(c3)OCCO4)cc2c1
 : 0.4	9.7	-6.2	-2.0	6.8	0.4	1.8	1.1	-1.9
- COc1ccc2c(=O)c(-c3ccccc3C)c(C)oc2c1
 : 3.8	3.6	-3.6	-2.2	-1.3	4.1	-3.2	6.0	-3.8
- COc1ccccc1NC(=O)CSc1n[nH]c(Cc2ccccc2)n1
 : 1.6	-5.7	0.5	1.9	-4.3	-18.7	0.0	-1.0	-1.0
- O=C(CSc1nnc2ccc(-c3cccnc3)nn12)Nc1ccccc1F
 : 0.7	/	/	/	5.0	-1.3	0.8	/	/
- COc1ccc([N+](=O)[O-])cc1NC(=O)COC(=O)C=C(C)C
 : 0.2	-2.8	22.5	-1.4	-1.6	22.1	2.6	-1.8	-2.0
- CC1(C)Cc2c(sc(NC(=O)c3ccc(Br)o3)c2C#N)CO1
 : 5.1	19.6	2.6	0.7	-1.3	2.3	5.5	-9.2	-3.5
- CCn1c(SC(C)C(=O)Nc2ccc3c(c2)OCCO3)nnc1C1CC1 (stereo not drawn)
 : 0.9	/	/	/	-0.7	12.6	0.0	/	/
- Cc1nn(-c2ccccc2)c(C)c1NC(=O)COc1ccc(Br)cc1Cl
 : -1.9	11.9	-0.8	-3.1	-10.4	-4.9	-0.7	-11.4	-5.7
- Cc1cccc(C)c1NC(=S)N(CCc1ccncc1)C(C)C
 : 4.0	3.6	7.5	-0.6	4.0	3.2	-0.3	4.8	-3.3
- O=C(N/C(=C\c1ccco1)C(=O)N1CCOCC1)c1ccco1
 : 4.0	15.5	2.0	-3.7	3.0	-5.3	0.6	-5.3	-1.2
- Cc1cc(C)c2cc(CN(CC3CCCO3)S(=O)(=O)c3ccc4c(c3)OCCO4)c(=O)[nH]c2c1 (stereo not drawn)
 : -0.6	3.8	-5.9	-3.0	-12.4	-61.9	5.0	2.2	-2.6
- COc1ccccc1CNCc1cccs1
 : 4.4	20.2	-3.7	-3.6	-0.4	0.0	-4.0	-4.1	-1.6
- CCOC(=O)C1CCCN(C(=O)CSc2nnc3nc(C)cc(C)n23)C1 (stereo not drawn)
 : 2.7	/	/	/	-1.6	-9.2	1.2	/	/
- Cc1ccc(N2C(=O)c3ccccc3C2Nc2ccc(S(=O)(=O)N3CCCCC3)cc2)nc1 (stereo not drawn)
 : 6.1	-13.0	10.2	-2.1	/	-34.4	4.1	-1.6	-4.6

Screens from PubChem.
